CBFb RUNX1 block: CBF-beta/RUNX1 interaction disruption; Q01196+Q13951; AlphaScreen CBFb-His/RUNX1-biotin binding, biochemical; Potency, µM (doses to about 59.8 µM), for inactives: top-dose activity, negative = inhibition, most hits filed as inhibitors; 230,000 tested, under 10 active; AID 1477; note: % of control where 0% means no effect
Target sequence (Q01196 whole entry, looked up): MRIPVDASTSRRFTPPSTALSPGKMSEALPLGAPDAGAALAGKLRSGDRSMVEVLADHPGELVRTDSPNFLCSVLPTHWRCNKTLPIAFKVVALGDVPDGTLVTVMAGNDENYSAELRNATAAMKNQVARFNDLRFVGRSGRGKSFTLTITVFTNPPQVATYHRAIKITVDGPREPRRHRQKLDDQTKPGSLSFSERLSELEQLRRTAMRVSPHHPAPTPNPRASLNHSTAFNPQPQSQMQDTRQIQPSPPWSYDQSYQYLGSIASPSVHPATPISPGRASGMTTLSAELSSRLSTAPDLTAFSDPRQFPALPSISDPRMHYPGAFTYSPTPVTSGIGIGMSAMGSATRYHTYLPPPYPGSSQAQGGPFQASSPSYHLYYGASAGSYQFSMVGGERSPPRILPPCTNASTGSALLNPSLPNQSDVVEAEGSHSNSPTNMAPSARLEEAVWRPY
Target sequence (Q13951 whole entry, looked up): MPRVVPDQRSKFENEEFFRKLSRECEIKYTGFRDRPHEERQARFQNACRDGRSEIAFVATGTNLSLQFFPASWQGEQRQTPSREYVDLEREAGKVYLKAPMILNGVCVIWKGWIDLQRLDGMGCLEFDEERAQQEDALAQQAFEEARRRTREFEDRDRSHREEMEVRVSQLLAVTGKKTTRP
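CBFb-His/RUNX1-biotin, 30 nM each, preincubated 20 min RT; compound 15 min RT; Ni + streptavidin beads 50 ng each, 90 min RT; AlphaScreen read.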
IMPase Li cell: cell-permeable IMPase inhibitors with lithium potentiation; CHO-M1 cells, IP1 TR-FRET (IP-One), carbachol + lithium; Potency, µM (highest dose often 59.4 µM), inactives show at the highest dose activity, negative = IMPase inhibition, actives largely listed as inhibitors; 0.35% of 210,000 active; AID 1457;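 note: IP1 builds up when IMPase is blocked and the TR-FRET signal falls; potency is the fitted concentration of half-maximal effect; plate controls were basal vehicle for no effect and high inhibitor control for full effect; nearly all actives have a fitted effect of over 50% in size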
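Test compounds were applied to CHO-M1 cells previously cultured for 16–30 h at 2000 per well. A small lithium amount accompanied them; after 30 min at 37C, IP1 was quantified by TR-FRET.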
Luc counter: Kinase-Glo luciferase inhibition (counter-screen); Kinase-Glo luciferase, ATP luminescence, 8 min; Potency, µM (titrated, usually from 38.3 µM), without a hit: at the top dose activity change, negative = inhibition, actives largely listed as inhibitors; 0.28% of 200,000 active; AID 1379; note: potency is the fitted concentration of half-maximal effect; % is set by controls: 0 for no effect and ±100 for the full control effect; nearly all actives have a fitted effect of over 60% in size
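Compounds were added to a substrate mix at pH 7.2 (50 mM imidazole, 10 uM ATP, within the enzyme's linear range), followed by Kinase-Glo detection reagent; luminescence was measured after 8 minutes at ambient temperature.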
Lamin A splicing: modulators of lamin A splicing; HeLa LMNA splicing GFP/RFP minigene ratio, 48 h; Potency, µM (top dose mostly 46.1 µM), without a hit: at the top dose ratio change, negative = inhibition, most hits filed as inhibitors; 0.01% of 200,000 active; AID 1487; active = well fitted inhibition curve with a large enough effect in the signal ratio, with a control signal flat, not every such curve was filed as active; inconclusive = small, poorly fitted or top-dose-only effect, or effect the other way, or a change in a side signal; the % refers to the signal ratio; note: potency is the fitted concentration of half-maximal effect; % is set by controls: 0 for no effect and ±100 for the full control effect
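S3 HeLa stable clones carrying a lamin A-EGFP splicing minigene plus DsRed2 were seeded at 600 cells/well in Opti-MEM with 2% FBS, pin-dosed and incubated 48 h at 37°C. Acumen cytometry (488 nm) gave the GFP/RFP total-intensity ratio.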
aGal spleen mod: alpha-galactosidase A (human) modulation; P06280; human spleen homogenate, 4MU-alpha-Gal fluorescence, 40 min; AID 2107; Potency, µM (titrated, usually from 80 µM), inactives show at the highest dose activity change, negative = inhibition, usual class: inhibitors; 0.008% of 240,000 active;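 note: potency is the fitted concentration of half-maximal effect; 0% = enzyme with vehicle and -100% = no enzyme basal signal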
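Spleen homogenate 1 ug + cpd (titration) + 4-MU-alpha-D-galactopyranoside 1 mM; 37C 40 min; 50 mM citrate/phosphate pH 5.0, 0.01% Tween-20; stop pH 10; fluorescence 365/440; AC50 via Hill.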
NPSR antag: blocks cAMP signaling of the human neuropeptide S receptor; Q6W5P4; CHO-NPSR cells, cAMP TR-FRET, antagonist mode; Potency, µM (top dose mostly 38.3 µM), inactives show top-dose activity change, negative = inhibition, most hits filed as inhibitors; 1% of 220,000 active; AID 1461; note: potency is the fitted concentration of half-maximal effect; % is set by controls: 0 for no effect and ±100 for the full control effect; nearly all actives have a fitted effect of over 50% in size; many of its hits are not listed in these tables
Target sequence (Q6W5P4 whole entry, looked up): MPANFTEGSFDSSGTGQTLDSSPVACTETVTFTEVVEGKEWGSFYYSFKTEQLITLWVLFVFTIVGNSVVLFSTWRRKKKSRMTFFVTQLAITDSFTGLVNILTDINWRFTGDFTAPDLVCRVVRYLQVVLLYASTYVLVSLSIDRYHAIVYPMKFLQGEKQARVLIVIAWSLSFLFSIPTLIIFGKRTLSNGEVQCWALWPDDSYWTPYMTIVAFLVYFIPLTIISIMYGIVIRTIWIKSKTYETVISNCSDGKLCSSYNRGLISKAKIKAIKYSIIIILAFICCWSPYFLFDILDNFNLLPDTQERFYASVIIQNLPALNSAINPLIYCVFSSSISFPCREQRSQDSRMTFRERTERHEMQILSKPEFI
Epigenetic reg: derepresses silenced GFP reporter in murine cells. murine LDR cells, GFP reporter derepression, 30 h. Potency, µM (series often up to 53.9 µM), for inactives: top-dose GFP activation, usual class: activators. 0.2% of 280,000 active. AID 1865; note: potency is the fitted concentration of half-maximal effect; % of control where 0% means no effect; nearly all actives have a fitted effect of over 60% in size
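Readout is the number of GFP-expressing murine LDR cells, counted by cytometry following washing. Cells were treated with compound for 30 h at 37 C; the stably integrated CMV-GFP locus is normally silent.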
Active calls of the source: *; ? = inconclusive; . = no result given; & = joins results of further samples; [ ] = dose if it differs, or a comment. Unless noted, calls come from the whole dose curve; as a rule, active = well fitted curve in the direction sought with a large enough effect; inconclusive = small, poorly fitted or top-dose-only effect, or another doubt; inactive = no such curve, though single readings can be large; an effect the other way counts as inactive or inconclusive.

mol	CBFb RUNX1 block	IMPase Li cell	Luc counter	Lamin A splicing	aGal spleen mod	NPSR antag	Epigenetic reg
COc1cccc(NC(=O)/C=C\c2ccc(Cl)cc2)c1	12%[21.7 µM]	31%[activator]	?	.	6%	.	-0.4%
CCOc1ccc(NC(=O)Nc2ccc(N(C)C(C)=O)cc2)cc1	1%	-6%[38.3 µM]	0%	?	7%	-2%[46.1 µM]	-0.7%
CC1CN(C(=O)c2cc([N+](=O)[O-])cc([N+](=O)[O-])c2)CC(C)O1 (stereo not given)	8%	-2%	-5%	.	-3%	1%	-1.1%
O=C(NCc1ccc2c(c1)OCO2)c1ccc(CN2CCc3ccccc3C2)cc1	-1%	29%[38.3 µM]	3%	?	-2%	?	-1.1%
O=c1[nH]nc(CNc2cccc(C(F)(F)F)c2)c2ccccc12	17%	-3%	-2%	8%[46 µM]	2%	2%	-1.7%
COc1ccc(CNC(=O)Cn2nc(C(F)(F)F)cc2C)cc1	4%	-1%	0%	23%[46 µM]	-5%	-16%	-1.0%
Cc1cc2ccccn2c1C(=O)c1ccncc1	-3%	4%	-2%	-11%	4%	-6%[46.1 µM]	0.0%
COc1c(O)cnn(-c2ccccc2)c1=O	-1%	.	.	.	-2%	16%	-0.3%
Cc1cc(S(=O)(=O)NC2CCCCC2)ccc1OCC(=O)NCC1CCCO1 (stereo not given)	3%	4%	1%	?	-3%	-1%	-0.4%
O=C(NCc1ccc(Cl)cc1)c1ccc(Br)o1	23%[89.1 µM]	-3%	1%[39.9 µM]	-6%	-23%[119 µM]	12%[46.1 µM]	-0.1%&1.5%
Cc1cc(C)c2ccc3c(C)c(C)n(C)c3c2n1	11%	-6%	2%	.	9%	-6%	-1.2%
CC(NC(=O)C1CCC(CNc2c(N3CCOCC3)c(=O)c2=O)CC1)c1ccccc1 (stereo not given)	0%	-4%[38.3 µM]	1%	-2%	-5%	-18%[46.1 µM]	-1.0%
CCN=C1SC(C(=O)Nc2ccc(OC)cc2)CC(=O)N1CC (stereo not given)	-7%	4%	3%	7%[46 µM]	3%	7%	2.6%
COc1ccc(NC(=O)c2ccccc2-c2ccc(C(F)(F)F)cc2)cc1S(=O)(=O)N1CCOCC1	8%	6%	1%	2%	6%	-4%	0.0%
O=C(c1ccccc1Oc1ccccc1)N1CCN(c2ccc(F)cc2)CC1	-7%	7%[38.3 µM]	3%	2%	-6%	-22%[46.1 µM]	-1.1%
N#CCCn1cnc2ccccc21	12%	-6%	1%	-5%	4%	3%[46.1 µM]	1.8%
COc1ccc(CC(=O)Nc2nc3ccc(F)cc3s2)cc1S(=O)(=O)N1CCOCC1	8%	12%	10%	-8%	2%	-17%[46.1 µM]	-0.9%
O=S(=O)(c1ccc(N2CCCC2)nc1)N1CCCC1	-6%	4%	-1%	1%[46 µM]	-2%	4%	-2.6%
CCOC(=O)c1ccc2c(c1)NC(=O)C(N1CCN(c3ccc(OC)cc3)CC1)S2 (stereo not given)	-6%	15%	0%	-14%	-3%	7%	2.9%
CCC(CC)Nc1ccc(C(CC(N)=O)NC(=O)Cc2ccc(Br)cc2)cc1[N+](=O)[O-] (stereo not given)	3%	.	.	.	2%	-26%	0.1%
O=C(Cc1cccc(C(F)(F)F)c1)NCc1ccc(Cl)cc1	14%	9%	-3%	-13%	-6%	-1%	0.0%
CN(C)CCc1c[nH]c2ccc(CS(=O)(=O)N3CCCC3)cc12	0%	6%	-2%	?	-5%	.	-1.3%
O=C(CN(Cc1cccs1)C(=O)CNS(=O)(=O)c1ccc(F)cc1)NCc1ccco1	-7%	-5%[38.3 µM]	-2%	2%	4%	?	0.0%
COc1ccc(C(=O)n2nc(-c3ccc(C)cc3)nc2N)cc1OC	-2%	-15%[38.3 µM]	1%	1%	7%	-13%[46.1 µM]	-1.5%
COc1ccc(Cn2c(C)c(C)c(C#N)c2NC(=O)Nc2cccc(Cl)c2)cc1	4%	4%[38.3 µM]	-1%	?	5%	0%[46.1 µM]	0.3%
O=C(Cn1nnc(-c2ccccc2F)n1)Nc1ccc2c(c1)OCO2	-2%	-2%[38.3 µM]	12%	-2%	3%	-15%[46.1 µM]	4.8%
CN(Cc1ccco1)c1ncncc1-c1ccoc1	.	?	.	?	-2%	.	.
NS(=O)(=O)c1ccc(CCNC(=O)c2ccco2)cc1	8%	-3%	5%	.	-1%	7%	1.7%
O=C(OCc1cncs1)c1cccs1	5%	3%	-1%	?	-9%	10%	-5.5%
Cc1cc(C(F)(F)F)nn1Cc1ccc(C(=O)NCc2ccco2)o1	-1%	14%[38.3 µM]	0%	15%	-9%	-24%[46.1 µM]	3.6%
COc1ccc(CN(C(=O)c2cnccn2)C(C(=O)NC(C)(C)C)c2cc(OC)c(OC)c(OC)c2)cc1 (stereo not given)	3%	-1%	2%	-6%	0%	-4%[46.1 µM]	-1.0%
Cc1ccc(Nc2nc(Cl)c(C=O)s2)cc1Cl	28%	-3%	-10%	.	6%	-47%	?
O=C(Nc1ccccc1-c1ccccc1)C1CCCN(c2ncccn2)C1 (stereo not given)	7%	-10%[38.3 µM]	-5%	1%	-4%	-6%[46.1 µM]	-1.1%
COc1ccccc1NC(=O)CCc1c(C)[nH]c(=O)c(C#N)c1C	3%	-8%[38.3 µM]	0%	-1%	-1%	-5%[46.1 µM]	0.0%
CN(C)S(=O)(=O)c1ccc(NC(=O)N2CCOCC2)cc1	6%	4%	0%	?	0%	6%	-0.4%
COc1ccc(CCNC(=O)Cn2cc(C(F)(F)F)cc(Cl)c2=O)cc1OC	-2%	-7%	4%	?	4%	14%	-1.0%
Cc1ccccc1Nc1nc(N)nc(COC(=O)C(NC(=O)c2ccco2)C(C)C)n1 (stereo not given)	2%	-9%[38.3 µM]	2%	4%	-3%	-3%[46.1 µM]	-0.2%
CC1CCCC(C)N1CC(O)COCC1COc2ccccc2O1 (stereo not given)	5%	-5%[38.3 µM]	-2%	13%	5%	4%[46.1 µM]	2.8%
O=S(=O)(c1ccc(Br)cc1Cl)N1CCN(CCO)CC1	-1%	4%	4%	-12%[46 µM]	6%	0%	1.1%
O=C(CN1CCCCC1)N1c2ccccc2Sc2ccc(C(F)(F)F)cc21	5%	19%	2%	0%	-7%	-6%[46.1 µM]	-1.0%
O=c1cc[nH]c2ccc(Cl)cc12	0%[2.36 µM]	3%	-1%	-6%	1%	9%	5.7%
CC1CCN(Cc2cc(=O)oc3cc4c(cc23)CCCC4)CC1	13%	.	.	.	19%	-13%	-0.2%
O=C(NC1CCCCC1NC(=O)c1ccco1)c1ccco1 (stereo not given)	6%	7%	1%	0%	2%	-1%[46.1 µM]	0.1%
COc1ccc(N2CCN(Cc3cc(=O)oc4ccc5ccccc5c34)CC2)cc1	8%	-1%[38.3 µM]	-8%	?	1%	?	-3.7%
Nc1ccc2nc(-c3ccccn3)[nH]c2c1	.	14%	11µM*	?	1%	?	?
CC(C)CSc1nnc2c(n1)[nH]c1ccccc12	1%	7%[38.3 µM]	-10%	5%	2%	-5%[46.1 µM]	-2.9%
C[n+]1ccccc1C1CCCC/C1=N\Nc1ccc([N+](=O)[O-])cc1[N+](=O)[O-] (stereo not given)	-2%	16%	-1%	1%	5%	16%	-1.0%
Cc1ccc(S(=O)(=O)NC(=O)c2cc(C)n(C3CC3)c2C)cc1	-17%	-4%	3%	-17%[46 µM]	2%	-11%	-1.5%
CCCC(=O)OC1(C(=O)CO)CCC2C3CCC4=CC(=O)CCC4(C)C3C(O)CC21C (stereo not given)	1%	14%	3%[39.9 µM]	.	-2%	.	2.5%
Cc1noc(C)c1COC(=O)c1ccc(F)c(S(=O)(=O)N2CCCCC2)c1	4%	5%	1%	-21%[46 µM]	-2%	-41%	-3.8%
CCOC(=O)c1ccc(NC(=O)c2nn(CC)cc2Br)cc1	11%	38%[activator][38.3 µM]	-15%	-15%	3%	-21%[46.1 µM]	-3.0%
Cc1cccc(-n2cnc(C(=O)N/N=C/c3ccccc3)c2)n1	7%	36%[activator][38.3 µM]	-3%	5%	4%	-12%[46.1 µM]	-6.3%
COc1cc(/C=C/C(=O)NCc2nc3ccccc3[nH]2)cc(OC)c1OC	4%	.	.	.	3%	0%	-1.3%
COCCOC(=O)C1=C(C)NC(=O)NC1c1ccco1 (stereo not given)	2%	.	.	.	5%	-4%	0.2%
Cc1nc2ccc(-c3nc4ccccc4[nH]3)cc2[nH]1	-2%	-4%	?	.	5%	3%	1.1%
O=C(COc1ccc(S(=O)(=O)NC2CCCCC2)cc1)NC1CCCCC1	14%	15%	3%	-15%	0%	-20%[46.1 µM]	0.0%
Cn1cccc1C(=O)N1CCC2(CC1)CN(C(c1ccccc1)c1ccccc1)C2	.	6%	2%	.	2%	.	.
Cc1ccc(C2=NN(C(=O)c3cccs3)C(c3ccccc3O)C2)cc1 (stereo not given)	-3%	18%	1%	.	-2%	?	?
O=C(/C=C/c1ccc(Cl)cc1Cl)Nc1ccncc1	6%	4%	-3%	?	3%	-44%	0.0%
Cc1ccc(-c2cc(C)nc3ncnn23)cc1	3%	0%[38.3 µM]	0%	-10%	-3%	2%[46.1 µM]	0.0%
S=c1[nH]nc(Cc2ccc(Br)cc2)n1/N=C/c1ccc(Cl)cc1	-26%	3%	5%	-31%[46 µM]	-1%	-36%	-0.3%
CC1(C)Cc2c(sc(NC(=O)C3CC(Cl)=CCC3C(=O)O)c2C#N)CO1 (stereo not given)	-3%	-2%	6%	.	6%	7%	-9.5%

Structures above that have a nitro group on carbon (3):
mol	CBFb RUNX1 block	IMPase Li cell	Luc counter	Lamin A splicing	aGal spleen mod	NPSR antag	Epigenetic reg
CC1CN(C(=O)c2cc([N+](=O)[O-])cc([N+](=O)[O-])c2)CC(C)O1 (stereo not given)	8%	-2%	-5%	.	-3%	1%	-1.1%
CCC(CC)Nc1ccc(C(CC(N)=O)NC(=O)Cc2ccc(Br)cc2)cc1[N+](=O)[O-] (stereo not given)	3%	.	.	.	2%	-26%	0.1%
C[n+]1ccccc1C1CCCC/C1=N\Nc1ccc([N+](=O)[O-])cc1[N+](=O)[O-] (stereo not given)	-2%	16%	-1%	1%	5%	16%	-1.0%

Only part of the results is shown. The share of hits here may be higher or lower than overall.
